NF-kB neuron act: compounds increasing NF-kB expression in human neuronal cells. NF-kB reporter expression; stronger effect = higher value. fold change at 12.5 µM. hit rate 1.6% among 190,000; in the data active = fold change above about 3.3
FLuc act counter: affects firefly luciferase, flagging false hits in luciferase stimulation screens. 200,000 tested, under 10 active. ATPlite luciferase biochemical, luminescence, 10 min; 0 = ATP-free wells, 1 = DMSO control. activation factor at 10 µM;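 active = luciferase activation factor, scaled between plate controls, of at least 2 with compound at 10 µM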
Target sequence (P08659 whole entry, looked up): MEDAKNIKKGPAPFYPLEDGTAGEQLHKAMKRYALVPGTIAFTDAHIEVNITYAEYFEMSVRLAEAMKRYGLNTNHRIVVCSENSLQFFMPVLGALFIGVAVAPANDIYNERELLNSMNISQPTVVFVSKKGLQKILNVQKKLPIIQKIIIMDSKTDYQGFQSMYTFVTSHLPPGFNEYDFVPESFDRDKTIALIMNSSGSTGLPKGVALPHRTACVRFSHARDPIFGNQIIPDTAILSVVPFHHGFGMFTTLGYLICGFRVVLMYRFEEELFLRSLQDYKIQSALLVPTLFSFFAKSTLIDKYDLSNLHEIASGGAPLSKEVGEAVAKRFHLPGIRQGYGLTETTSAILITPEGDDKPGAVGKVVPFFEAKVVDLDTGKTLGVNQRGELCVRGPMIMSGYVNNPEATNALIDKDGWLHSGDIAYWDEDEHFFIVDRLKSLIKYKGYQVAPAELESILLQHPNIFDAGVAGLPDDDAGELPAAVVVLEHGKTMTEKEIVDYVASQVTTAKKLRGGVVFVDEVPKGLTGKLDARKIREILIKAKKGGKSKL
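Assay system: Luciferase/luciferin reagent mix; Medium: PBS as buffer for the ATP substrate; Dosing: test compounds dosed from 2 mM stocks in 100% DMSO; Times: 10 min, room temperature; Signal: luminescence from luciferase reaction; Read-out: luciferase activation; Controls: No-ATP low control, compound-free enzyme-plus-ATP high control.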
FLuc inh counter: Photinus pyralis luciferase inhibition counter-screen; inhibition, % at 10 µM; hit rate 1.5% among 200,000; ATPLite firefly luciferase biochemical luminescence, 10 min; AID 1006;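 active = inhibition above about 50% when tested at 10 µM, limit read from the data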
APP 5'UTR act: activates APP 5'UTR luciferase reporter. SH-SY5Y APP 5'UTR luciferase reporter, luminescence; zero percent = DMSO vehicle wells. activation, % at 2 µM. hit rate 1% among 190,000. AID 1276;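 active = activation above a set limit, based on mean plus 3 SD of controls, cut at about 140% in these data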; also: values of inactives mirror those of a sister screen read the other way
PMI act hi M6P: PMI (human) activation, high substrate; hit rate 0.34% among 190,000; P34949; coupled PMI enzyme assay, resazurin fluorescence, 20 min; stronger effect = higher value; 1 = untreated enzyme, 0 = substrate-free blank; activation factor at 20 µM;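 active = activation factor of 2 or more at 20 µM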
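Test system – human PMI in coupled enzyme assay · Timing – 20 min incubation at room temperature · Detection – Diaphorase-driven resazurin-to-resorufin fluorescence, excitation 544, emission 590 nm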
PMI activator: activators of human phosphomannose isomerase; hit rate 0.005% among 190,000; AID 1214; activation factor at 20 µM; purified human PMI, coupled resazurin fluorescence, 20 min; stronger effect = higher value; 1 = vehicle control, 0 substrate-free wells;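 active = activation factor of 2 or more at 20 µM, relative to plate controls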
TNAP inh hiacc: blocks human TNAP under high phosphate acceptor concentration. P05186. purified TNAP, CDP-star luminescence, 1 M DEA. inhibition, % at 20 µM. hit rate 0.03% among 200,000;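 active = over 50% inhibition of tissue-nonspecific alkaline phosphatase at 20 µM in the single-dose screen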;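 also: plate controls were DMSO wells for no effect and EDTA-quenched wells as full inhibition for full effect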
Target sequence (P05186 whole entry, looked up): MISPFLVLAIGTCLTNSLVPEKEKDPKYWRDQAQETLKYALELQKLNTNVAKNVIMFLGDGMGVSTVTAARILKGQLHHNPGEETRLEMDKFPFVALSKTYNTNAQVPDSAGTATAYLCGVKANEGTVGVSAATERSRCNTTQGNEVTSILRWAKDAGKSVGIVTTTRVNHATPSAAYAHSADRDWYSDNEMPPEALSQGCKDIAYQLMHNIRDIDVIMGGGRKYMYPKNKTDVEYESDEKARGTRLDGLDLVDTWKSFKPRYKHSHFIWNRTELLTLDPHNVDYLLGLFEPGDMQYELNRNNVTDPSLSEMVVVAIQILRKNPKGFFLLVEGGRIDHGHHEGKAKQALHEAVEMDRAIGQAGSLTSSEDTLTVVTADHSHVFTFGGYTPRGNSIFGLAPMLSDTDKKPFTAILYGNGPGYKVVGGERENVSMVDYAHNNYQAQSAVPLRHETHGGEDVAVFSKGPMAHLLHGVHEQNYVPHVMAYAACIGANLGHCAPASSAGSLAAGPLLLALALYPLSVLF
TNAP inh noacc: blocks human TNAP activity with no phosphate acceptor present; purified TNAP, CDP-star luminescence, 30 min; P05186; inhibition, % at 20 µM; AID 1012; hit rate 0.26% among 200,000;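 active = tissue-nonspecific alkaline phosphatase inhibition above about 50% at 20 µM in the single-dose screen, limit read from the data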;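 also: 0% = DMSO negative control and 100% = EDTA positive control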
bIAP activator: increases bovine intestinal alkaline phosphatase activity; activation factor at 20 µM; AID 1016; hit rate 0.17% among 200,000; purified bovine IAP, CDP-star luminescence, 30 min; stronger effect = higher value; fold of DMSO-control signal, blank-subtracted;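 active = activation factor of 2 or more at 20 µM, a signal rise over negative controls twice the positive control's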
TNAP act hiacc: TNAP (human) activation, high acceptor; AID 1136; P05186; 200,000 tested, under 10 active; activation factor at 20 µM; purified TNAP, CDP-star luminescence, 1 M DEA, 30 min; stronger effect = higher value; 0 = EDTA background, 1 = DMSO-only activity;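 active = activation factor at least 2 at 20 µM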
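Dosing: 20 µM single point. System: human TNAP. Amount: TNAP 1/800 final. Incubation: 30 min, room temperature. Read-out: TNAP activation factor scaled between EDTA and DMSO control wells. Signal: luminescence from CDP-star hydrolysis. Medium: 1 M DEA, pH 9.8, Mg2+, Zn2+. Control set: EDTA negative control, DMSO positive control.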
Active calls of the source: *; . = no result given.

nr	Molecule	NF-kB neuron act	FLuc act counter	FLuc inh counter	APP 5'UTR act	PMI act hi M6P	PMI activator	TNAP inh hiacc	TNAP inh noacc	bIAP activator	TNAP act hiacc
1	CCOc1cc(NC(=O)c2cccs2)c(OCC)cc1NC(=O)CCC(=O)NCCN1CCOCC1	1.4	1.1	-8	95	0.9	0.9	-3	-8	1	1
2	Cc1cc2nc(C)n(CCCNC(=O)Nc3ccc(F)cc3)c2cc1C	0.87	1	-2	-6	0.9	0.8	-4	-6	0.7	1
3	COc1cc(C(=O)Oc2c(CN3CCOCC3)cc(Cl)c3cccnc23)cc(OC)c1OC	3.8*	1.1	-6	-39	0.6	0.6	-5	-20	1.1	1.1
4	COC(=O)CCc1n[nH]c(=O)[nH]c1=O	0.98	1	-3	-5	0.9	0.9	-1	-5	0.9	1
5	CCN(CCCNC(=O)CN(C)S(=O)(=O)c1ccc2c(c1)CCC(=O)N2)c1cccc(C)c1	0.93	1	1	-2	0.8	1	2	-6	1	1
6	Cc1cc(Cl)ccc1N(CC(=O)N=Nc1c(O)[nH]c2ccccc12)S(C)(=O)=O	0.68	1	-3	6	0.9	0.9	2	-3	1	1
7	COc1ccc2c(c1)c(=O)cc(-c1ccccc1)n2C	1.7	0.9	10	24	1.1	1	3	-6	0.8	1
8	Cc1oc(-c2cccc3ccccc23)nc1CN1CCC[C@H]1CO	0.98	1.1	-7	21	1	1	-5	-10	1	1
9	C/C=C/c1ccc(OCC(O)CN2CCCCCCC2)c(OC)c1 (configuration not stated)	0.97	1	-2	39	1	1	-5	-10	0.9	1.1
10	Cc1c(C(=O)O)sc(=S)n1CCOc1ccccc1	0.91	1	-5	-12	1.1	1	-6	-14	0.9	1.1
11	O=[N+]([O-])c1cccc(-c2nc(N3CCOCC3)c3ccccc3n2)c1	0.98	1.1	-6	8	1.1	1	-8	-9	1.1	1.1
12	NCCCCCc1nnc(SCc2ccccc2Cl)o1	0.82	1.1	-8	-14	1	0.9	-6	-10	0.9	1.1
13	O=C(CN1C(=O)C2CCCCC2C1=O)OCc1nnc(-c2ccccc2)o1 (configuration not stated)	1.1	1	3	22	1	1	7	-5	1.1	0.9
14	CCCCNC(=O)c1onc(CSc2ccccc2C)c1C(=O)O	1.6	1	1	0	1.1	1	3	-3	1	1
15	O=C1CCC([N+](=O)[O-])C(c2cc3c(cc2Br)OCO3)N1 (configuration not stated)	1.1	1	-5	-3	0.9	1	-1	-13	0.2	1
16	COc1ccc(NC(=O)Nc2cccc3cccnc23)cc1	1.8	0.3	65*	73	0.9	0.9	-7	-18	0.8	1.1
17	CN(C)CCNC(=S)Nc1ccc(-c2nc3ccccc3[nH]2)cc1	3.7*	0.5	50	163*	1.1	1.1	-1	8	1	1
18	CCOc1ccc(NC(=O)Cn2nc(-c3ccccc3Cl)n(CC)c2=S)cc1	0.97	1	-1	-2	0.9	0.9	-1	-2	1	1
19	CCN1C2=C(C(=O)CCC2)C(c2ccc(O)c(Br)c2)C2=C1CCCC2=O	0.89	1.1	-7	3	0.8	1	-3	3	1	1
20	OCCC1CN(Cc2nc3ccccc3s2)CCN1CCc1ccccc1 (configuration not stated)	1.3	1	-3	2	1	1	1	-2	1	1
21	CC(=O)N[C@@H](C)C(=O)N1CCN(S(=O)(=O)c2ccc(Cl)cc2)CC1	0.95	1	-2	1	1	1.1	-1	-12	1	1
22	Cc1nnc(NC(=O)c2ccccc2C(=O)O)s1	1.1	1	2	-2	1.1	1	-4	-7	1	1
23	CCCC1(C)Nc2ccccc2-c2nc3ccccc3n21 (configuration not stated)	1.7	0.9	5	22	1	1	-6	-16	1	1.1
24	COC(=O)c1cc(C(=O)Nc2ccc(S(N)(=O)=O)cc2)cc([N+](=O)[O-])c1	1.1	1	3	3	0.9	1.1	5	0	1.1	0.9
25	Cn1nc(C(=O)OCc2ccc(F)cc2)c2ccccc2c1=O	1.5	1	-2	2	1	1	-2	-3	0.9	1
26	COc1ccc2oc3cc(C)[n+]([O-])c(-c4ccc(Cl)cc4)c3c2c1	1.1	1.1	-5	-8	1.1	1	1	-4	0.3	1
27	CCOC(=O)Cn1nnnc1C(C(C)C)N(Cc1cc2c(C)cc(C)cc2[nH]c1=O)C1CCCC1 (configuration not stated)	1.2	1	-1	-13	1.3	1.3	4	3	1.2	1
28	COc1ccccc1CNC(=O)CSc1nc(-c2ccccc2)cn1N	0.81	1	-2	11	1	1	-3	-9	1.1	1
29	C[C@H](NC(=O)c1ccc(Br)cc1)C(=O)NCc1ccc(S(N)(=O)=O)cc1	1.1	0.9	6	14	1	1.1	-2	4	1.2	1
30	Nc1nc(-c2ccc(Br)cc2)cc(C(F)(F)F)n1	1.1	1.1	-8	-14	1.1	1.1	-5	3	0.9	1.1
31	S=C(NCc1ccc(Cl)cc1)Nc1ccc(Cl)cc1Cl	1	1	2	10	0.9	0.9	-2	3	0.9	1
32	Cc1nc(NS(=O)(=O)c2ccccc2)sc1NC(=O)Nc1ccccc1	1	1	-3	-3	0.9	0.8	-8	-10	1.2	1.1
33	CCOC(=O)c1[nH]c(C)c(CN(CCc2ccccc2)S(C)(=O)=O)c1C	0.9	1.1	-8	8	1.1	1	-5	20	1	1
34	Fc1ccccc1/C=N/Nc1nn[nH]n1	0.9	1	-3	.	1.3	1.2	2	-8	0.9	1
35	c1coc(C2Nc3cccc4cccc(c34)N2)c1	1.1	1	4	24	1.3	0.9	9	4	0.7	0.9
36	Cc1c(Cl)c(C(F)(F)F)nn1CC(=O)N1CCSCC1	1.1	1	-3	-14	0.9	0.9	-2	-8	1.1	1
37	Cc1ccc2nc(-c3ccc4c(c3)OCCO4)cc(C(=O)O)c2c1	1.4	0.3	74*	22	1.1	1	-5	-16	1.1	1.1
38	CCOc1ccc(-n2c(O)c(/C=N/Nc3nc(C)cc(C)n3)c3ccccc3c2=O)cc1	1.2	1	-3	-37	1.5	1.3	3	2	0.9	1
39	Cc1ccc(CNc2ncnc(N)c2[N+](=O)[O-])cc1	0.9	1.1	-5	3	1	1.1	-5	-8	1	1.1
40	CCn1c(CNc2ccc(Cl)cc2)nnc1SCc1ccc(C)cc1	0.97	1	-5	14	0.9	0.9	-3	-7	0.8	1
41	Cc1cccc(C2CC(c3ccc(F)cc3)Nc3nc(N)nn32)c1 (configuration not stated)	1	1.1	-7	1	0.9	0.9	-3	-4	1	1
42	Cc1cc(S(=O)(=O)Nc2c(C(=O)O)[nH]c3ccccc23)ccc1F	1	1	-3	-4	0.9	1	-3	2	1.2	1
43	O=C1NCN(c2ccccc2)C12CCN(CCCC(c1ccc(F)cc1)c1ccc(F)cc1)CC2	0.66	1	-2	-21	0.9	0.9	1	-5	1	1
44	CSc1ncccc1C(=O)OCc1ccccc1	1.8	1	1	33	1	1	-5	-13	0.7	1.1
45	COc1ccc(S(=O)(=O)N2CCC(=O)N2)cc1	1	1.1	-8	2	1	1.1	-3	-4	0.9	1

A different layout for part of the listing above:
38	CCOc1ccc(-n2c(O)c(/C=N/Nc3nc(C)cc(C)n3)c3ccccc3c2=O)cc1
45	COc1ccc(S(=O)(=O)N2CCC(=O)N2)cc1
37	Cc1ccc2nc(-c3ccc4c(c3)OCCO4)cc(C(=O)O)c2c1
Screen / compound no.	38	45	37
NF-kB neuron act	1.2	1	1.4
FLuc act counter	1	1.1	0.3
FLuc inh counter	-3	-8	74*
APP 5'UTR act	-37	2	22
PMI act hi M6P	1.5	1	1.1
PMI activator	1.3	1.1	1
TNAP inh hiacc	3	-3	-5
TNAP inh noacc	2	-4	-16
bIAP activator	0.9	0.9	1.1
TNAP act hiacc	1	1	1.1

Part of the list above, reduced to bIAP activator and FLuc inh counter.
no. | Compound | bIAP activator | FLuc inh counter
6 | Cc1cc(Cl)ccc1N(CC(=O)N=Nc1c(O)[nH]c2ccccc12)S(C)(=O)=O | 1 | -3
7 | COc1ccc2c(c1)c(=O)cc(-c1ccccc1)n2C | 0.8 | 10
8 | Cc1oc(-c2cccc3ccccc23)nc1CN1CCC[C@H]1CO | 1 | -7

Other records follow:
nr	Molecule	NF-kB neuron act	FLuc act counter	FLuc inh counter	APP 5'UTR act	PMI act hi M6P	PMI activator	TNAP inh hiacc	TNAP inh noacc	bIAP activator	TNAP act hiacc
46	COCCN(CCOC)c1nc(N)c2c(N)nc3c(c2c1C#N)CC(=O)N3Cc1ccc(Cl)cc1	0.89	1.1	-11	10	0.7	0.8	-4	-5	0.9	1
47	Cc1ccc(-n2nnnc2C(=Cc2ccc(N(C)C)cc2)c2nnnn2-c2ccc(C)cc2)cc1	1.1	1.1	-7	15	1	1	9	4	0.8	0.9
48	CC(=O)Nc1nnc(CCN2CCCCC2)s1	1.1	1	-4	6	0.9	0.9	-4	-6	1	1
49	COCC(=O)Nc1ccc(S(=O)(=O)Nc2cc(C)nc(C)n2)cc1	1	1.1	-6	6	1	0.9	-1	0	1	1
50	CN(C)C(=O)CSc1nnc(C23CC4CC(CC(C4)C2)C3)o1	2.3	1	-3	-1	1	1	-4	-2	0.9	1
51	CC1(C)NC(=O)N(CCCOc2ccc3c(c2)CCC3)C1=O	1.4	1	-5	14	1	1	-4	-13	0.9	1

Three compounds from above, ordered by their value in PMI activator, falling.
entry | compound | NF-kB neuron act | APP 5'UTR act | PMI act hi M6P | PMI activator | TNAP inh hiacc | TNAP inh noacc | bIAP activator | TNAP act hiacc
51 | CC1(C)NC(=O)N(CCCOc2ccc3c(c2)CCC3)C1=O | 1.4 | 14 | 1 | 1 | -4 | -13 | 0.9 | 1
49 | COCC(=O)Nc1ccc(S(=O)(=O)Nc2cc(C)nc(C)n2)cc1 | 1 | 6 | 1 | 0.9 | -1 | 0 | 1 | 1
46 | COCCN(CCOC)c1nc(N)c2c(N)nc3c(c2c1C#N)CC(=O)N3Cc1ccc(Cl)cc1 | 0.89 | 10 | 0.7 | 0.8 | -4 | -5 | 0.9 | 1

Shown with one line to a screen: part of the list above
48	CC(=O)Nc1nnc(CCN2CCCCC2)s1
51	CC1(C)NC(=O)N(CCCOc2ccc3c(c2)CCC3)C1=O
46	COCCN(CCOC)c1nc(N)c2c(N)nc3c(c2c1C#N)CC(=O)N3Cc1ccc(Cl)cc1
47	Cc1ccc(-n2nnnc2C(=Cc2ccc(N(C)C)cc2)c2nnnn2-c2ccc(C)cc2)cc1
screen / no.,48,51,46,47
NF-kB neuron act,1.1,1.4,0.89,1.1
FLuc act counter,1,1,1.1,1.1
FLuc inh counter,-4,-5,-11,-7
APP 5'UTR act,6,14,10,15
PMI act hi M6P,0.9,1,0.7,1
PMI activator,0.9,1,0.8,1
TNAP inh hiacc,-4,-4,-4,9
TNAP inh noacc,-6,-13,-5,4
bIAP activator,1,0.9,0.9,0.8
TNAP act hiacc,1,1,1,0.9
